MrgX1 antag – antagonists of human MrgX1 receptor; Q96LB2; MRGX1-HEK293 calcium flux, Fluo-4, BAM8-22 antagonism; active compounds read low; B-score at 10 µM; 310,000 compounds, 1.3% hits;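 active = calcium-response B-score plate-corrected more than 3 library SD below zero, starting fluorescence within 5 deviations, no agonist response on first addition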;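 also: peak minus trough fluorescence over baseline after final BAM8-22 challenge near maximal dose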
Target sequence (Q96LB2 whole entry, looked up): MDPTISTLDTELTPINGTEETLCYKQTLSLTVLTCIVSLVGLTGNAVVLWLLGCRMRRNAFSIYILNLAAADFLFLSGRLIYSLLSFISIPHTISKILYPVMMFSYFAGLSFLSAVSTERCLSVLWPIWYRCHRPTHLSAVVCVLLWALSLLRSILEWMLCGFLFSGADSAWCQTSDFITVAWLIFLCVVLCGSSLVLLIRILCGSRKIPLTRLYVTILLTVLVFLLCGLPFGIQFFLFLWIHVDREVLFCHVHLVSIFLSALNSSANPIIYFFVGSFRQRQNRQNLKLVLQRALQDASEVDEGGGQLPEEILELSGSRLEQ
TRPC4 potent – allosteric potentiators of mouse TRPC4 channel | Q9QUQ5 | HEK293 TRPC4beta/mu-opioid, DAMGO EC20, Fluo-4 Ca2+ flux; active compounds read high | B-score at 10 µM | 310,000 compounds, 0.42% hits | AID 2227;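 active = B-score of calcium response area above 5 SD of library B-scores, with initial fluorescence ratio within 5 SD of library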;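 also: B-score of integrated fluorescence ratio over time as area under calcium response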
MrgX1 agonist – activates human MrgX1 receptor signaling | B-score at 10 µM | AID 588627 | MrgX1-HEK293 cells, Fluo-4 calcium fluorescence, agonist mode; active compounds read high | 310,000 compounds, 0.44% hits;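 active = calcium response B-score plate-corrected fluorescence ratio at least 3 library SD, with starting fluorescence B-score inside 5 SD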
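Material: HEK293 cells stably expressing human MrgX1 receptor | Quantity: 15,000 cells per well | Times: Cells plated overnight, dye loaded 0.5 h 37 °C, 0.5 h room temperature | Measured by: Kinetic Fluo-4 NW fluorescence of intracellular calcium | Control set: Positive and negative controls per plate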
MrgX1 allo act – allosterically activates human MrgX1 receptor signaling | MrgX1-HEK293, Fluo-4 calcium flux, FDSS; active compounds read high | AID 588675 | Q96LB2 | 310,000 compounds, 0.63% hits | B-score at 10 µM;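 active = plate-corrected calcium response at least 3 library SD above typical, normal starting fluorescence, not activating the receptor alone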;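 also: compound read alongside a low EC10 to EC30 dose of BAM8-22 agonist; peak minus trough fluorescence over baseline measured at the second addition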
TRPC6 inhibitor – inhibitors of mouse TRPC6 channel; Q61143; HEK293-TRPC6, membrane potential dye, ACh-evoked depolarization; active compounds read low; B-score at 10 µM; 310,000 compounds, 1.1% hits; AID 2553;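 active = B-score under library mean minus 3 SD, initial fluorescence not abnormally high, positive integrated signal ratio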;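 also: B-score derived from integrated fluorescence ratio over the kinetic read; more negative B-score means stronger inhibition of depolarization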
RGS4 block – human RGS4 inhibition; P49798; HEK293 M3R/RGS4 inducible, Fluo-4 calcium flux; active compounds read high; triggered by carbachol at its EC20; B-score at 10 µM; 310,000 compounds, 0.45% hits;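 active = B-score, a plate-corrected calcium signal, over three deviations above library mean, with baseline fluorescence within five deviations of library mean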;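 also: RGS4 expression induced by doxycycline in cells with stable M3 receptor; B-score is computed from the integrated fluorescence ratio over baseline after carbachol; higher B-score means a larger calcium signal and so more RGS4 inhibition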
Target sequence (P49798 whole entry, looked up): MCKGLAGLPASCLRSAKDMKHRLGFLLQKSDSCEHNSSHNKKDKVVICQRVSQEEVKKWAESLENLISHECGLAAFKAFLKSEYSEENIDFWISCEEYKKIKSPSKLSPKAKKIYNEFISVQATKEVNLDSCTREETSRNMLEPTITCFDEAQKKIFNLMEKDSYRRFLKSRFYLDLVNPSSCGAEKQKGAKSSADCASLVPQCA
TRPC4 inh – inhibitors of mouse TRPC4 channel; 300,000 compounds, 0.39% hits; B-score at 10 µM; AID 2247; HEK293 TRPC4beta/mu-opioid, DAMGO-evoked Fluo4 calcium flux; active compounds read low;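 active = B-score over 3 SD under the library average, no early fluorescence shift, positive overall ratio signal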
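System: stable TRPC4beta/mu-opioid receptor HEK293 cells; Dosing: single-point compound dosing; Measured by: Fluo4 Ca2+ flux fluorescence; Read-out basis: per-well B score of integrated baseline-normalized Fluo4 ratio.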
TRPC4 act – TRPC4 (mouse) channel activation. Q9QUQ5. HEK293 TRPC4beta/mu-opioid, Fluo4 calcium fluorescence; active compounds read high. B-score at 10 µM. 310,000 compounds, 0.49% hits;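 active = B-score above 5 SD of library B-scores, and initial fluorescence ratio not above library mean plus 5 SD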;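 also: positive B-score marks a calcium rise read as TRPC4 activation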
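Assay system – TRPC4beta and mu-opioid receptor HEK293 stable cells · Measured by – Fluo4 fluorescence, kinetic · Schedule – dye loading 45 min room temperature, 110 s kinetic read · Read-out – B-scored integrated calcium fluorescence ratio · Controls – buffer and maximal DAMGO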
TRPC6 act – mouse TRPC6 channel activation; Q61143; HEK293-TRPC6 membrane potential dye fluorescence; active compounds read high; B-score at 10 µM; 310,000 compounds, 0.13% hits;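 active = B-score of the integrated fluorescence ratio above library mean plus 3 SD, and starting fluorescence ratio within library mean plus 5 SD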;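 also: higher score means more depolarization so channel activation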
TMEM16A act – mouse TMEM16A channel activation, primary screen; B-score at 10 µM; HEK293 TMEM16A/YFP-H148Q/I152L, iodide quench fluorescence; active compounds read low; Q8BHY3; 340,000 compounds, 0.3% hits;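 active = fluorescence-ratio B-score plate-corrected deviation score at least 3 library SD below zero, with starting fluorescence score within 5 deviations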;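 also: channel opened by trigger with iodide after compound preincubation; score built on the fluorescence ratio of max minus min over baseline; more negative score means more quench and so TMEM16A activation or potentiation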
ANO1 block – mouse TMEM16A channel inhibition, primary screen. Q8BHY3. HEK293 TMEM16A/YFP iodide influx fluorescence, ionomycin. normalized B-score (activity score, 25-100; higher = stronger inhibition) at 10 µM. 310,000 compounds, 1.2% hits. AID 588511;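 active = ratio plate-corrected score three or more library SD toward inhibition, starting fluorescence score within five deviations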;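 also: score derived from kinetic fluorescence span divided by baseline fluorescence per well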
* hit, by the source's call; i = inactive; / = no result given.

SMILES	MrgX1 antag	TRPC4 potent	MrgX1 agonist	MrgX1 allo act	TRPC6 inhibitor	RGS4 block	TRPC4 inh	TRPC4 act	TRPC6 act	TMEM16A act	ANO1 block
N#C/C(=C\c1ccncc1)c1nc2ccccc2[nH]1	/	i	/	/	i	i	i	i	i	i	/
O=C(CSc1ncn[nH]1)Nc1ccc(S(=O)(=O)Nc2ncccn2)cc1	i	i	i	i	i	i	i	i	i	i	i
CCN(CC)CCn1c2c(c(SCC(=O)Nc3nc4ccc(C)cc4s3)nc1=O)CCC2	i	i	i	i	i	i	i	i	i	i	i
CCOC(=O)N1CCOCCOCCN(C(=O)OCC)CCOCC1	i	i	i	i	i	i	i	i	i	i	i
Cc1cc(C)n(-c2ccc(C(=O)Nc3nc4ccccc4s3)cc2)n1	i	i	i	i	i	i	i	i	i	i	i
COCCCN=Cc1c(C)[nH]n(-c2ccc(Br)cc2Br)c1=O	i	i	i	i	i	i	i	i	i	i	i
COc1ccc(OCC(=O)NCc2n[nH]c(=O)c3ccccc23)cc1	i	i	i	i	i	i	i	i	i	i	i
C=C(C)COc1ccc(-c2[nH]ncc2Oc2ccc(OC)cc2)c(O)c1	i	i	i	i	i	i	i	i	i	i	i
CCc1ccc(S(=O)(=O)NCc2cn3cccc(C)c3n2)s1	i	i	i	i	i	i	i	i	i	i	i
O=C(c1ccc(Cl)c(S(=O)(=O)Nc2ccccc2C(=O)N2CCc3ccccc3C2)c1)N1CCc2ccccc2C1	i	i	i	i	i	i	i	i	i	i	i
Cc1sc2ncnc(OCC(=O)Nc3ccc4c(c3)OCCO4)c2c1C	i	i	i	i	i	i	i	i	i	i	i
Cc1cccc(N(C)C(=S)Oc2ccc3ccccc3c2)c1	i	i	i	i	i	i	i	i	i	i	i
CCCc1nc(SCC(=O)N2c3ccccc3CC2C)c2c(C)c(C)sc2n1 (stereo not given)	i	i	i	i	i	i	i	i	i	i	i
O=c1c2ccccc2nc(/C=C/c2ccc(Br)cc2)n1CCO	i	i	i	i	i	i	i	i	i	i	i
COc1ccc(CCNC(=O)CSc2nnc3c(n2)[nH]c2ccc(F)cc23)cc1OC	i	i	i	i	i	i	i	i	i	i	i
COc1ccc(CCNc2ccc([N+](=O)[O-])cn2)cc1	i	i	i	i	i	i	i	i	i	i	i
Cc1ccc(N2Cc3ccccc3C2=S)cc1	i	i	i	i	i	i	i	i	i	i	i
O=c1nc(N2CCCC2)nc(Nc2ccccc2)[nH]1	i	i	i	i	i	i	i	i	i	i	i
COCCNC(=O)C(=O)Nc1ccc(Cl)cc1C	i	i	i	i	i	i	i	i	i	i	i
CCN1CCN(c2ccc(N3CCN(S(=O)(=O)c4ccc(C)c([N+](=O)[O-])c4)CC3)nn2)CC1	i	i	i	i	i	i	i	i	i	i	i
COc1ccc(NS(=O)(=O)c2ccc(O)c(NC(=O)c3ccc(S(=O)(=O)N4CCCCCC4)cc3)c2)cc1	i	i	i	i	i	i	i	i	i	i	i
CCc1ccc2oc(-c3ccc(N)cc3)nc2c1	i	i	i	i	i	11*	i	i	i	i	i
C/C(=N\O)c1ncc(C(F)(F)F)cc1Cl	i	i	i	i	i	i	i	i	i	i	i
c1ccc(COc2ccc(CNCc3cccnc3)cc2)cc1	i	i	i	i	i	i	i	i	i	i	i
Nc1ncnc2c1ncn2CCN1CCCCC1	-5.7*	i	i	i	i	i	i	i	i	i	i

Remaining list, next part:
SMILES	MrgX1 antag	TRPC4 potent	MrgX1 agonist	MrgX1 allo act	TRPC6 inhibitor	RGS4 block	TRPC4 inh	TRPC4 act	TRPC6 act	TMEM16A act	ANO1 block
Cc1ccccc1COc1ccc(-c2nnn(CC(=O)O)n2)cc1	i	i	i	i	i	i	i	i	i	i	i
O=C(Nc1ccc(F)c(F)c1)C1CCCCC1	i	/	i	i	/	/	/	/	/	i	i
CCOC(=O)C1CCN(C(=O)C2CCC(=O)N(Cc3cccc(C(F)(F)F)c3)C2)CC1 (stereo not given)	i	i	i	i	i	i	i	i	i	i	i
CCC1(c2ccc(F)cc2)NC(=O)N(CC(=O)N(CCC#N)c2ccccc2)C1=O (stereo not given)	i	i	i	i	i	i	i	i	i	i	i
CCC(C)(C)NC(=O)CN(C(=O)CCC(=O)Nc1nccs1)c1cccc(C)c1	i	i	i	i	i	i	i	i	i	i	i
Cc1ccc(C)c(OCC(=O)NNC(=O)CSC(=S)N2CCCC2)c1	i	i	i	i	i	i	i	i	i	i	i
COc1ccc(CCNc2oc(-c3ccc(OC)c(OC)c3)nc2P(=O)(OC)OC)cc1OC	i	i	i	i	i	i	i	i	i	i	i
CCOc1ccc(NC(=O)Nc2cc(C(=O)O)ccc2N2CC3CC(C2)c2cccc(=O)n2C3)cc1 (stereo not given)	i	i	i	i	i	i	i	i	i	i	i
CCOC(=O)N1CCC(N2Cc3cccc(C(=O)NC(C)c4ccc5c(c4)OCCO5)c3C2=O)CC1 (stereo not given)	i	i	i	i	i	i	i	i	i	i	i
N=c1c(C(=O)NC2CCCC2)cc2c(=O)n3ccccc3nc2n1C1CCCCC1	i	i	i	i	-6.5*	i	i	i	i	i	i
O=C(CNC(=O)c1ccccc1C(=O)O)c1ccccc1	i	i	i	i	i	i	i	i	i	i	i
O=C1OC(C(=O)O)Cc2ccccc21 (stereo not given)	i	i	i	i	i	i	i	i	i	i	i
C#CC(CC)(CC)NC(=S)Nc1ccc(S(N)(=O)=O)cc1	i	i	i	i	i	i	i	i	i	i	i
CCCCCCn1c(SCCCC)nc2c1c(=O)[nH]c(=O)n2C	i	/	i	i	/	/	/	/	/	i	i
COC(=O)c1cc(CNC(=O)Cc2ccsc2)ccc1OC	i	i	i	i	i	i	i	i	i	i	i
Cc1cc(C(=O)CCl)c(C)n1-c1cccc(S(=O)(=O)N2CCOCC2)c1	i	i	i	i	i	i	i	i	i	/	i
CCc1ccccc1NC(=O)c1ccc2c(c1)CCN2S(C)(=O)=O	i	i	i	i	i	i	i	i	i	i	i
CCOc1cc(C2NC(=O)NC(c3ccccc3)=C2C(=O)c2ccccc2)c(Br)cc1OCC(=O)O (stereo not given)	i	i	i	i	i	i	i	i	i	i	i
CN(CCC#N)S(=O)(=O)c1cc2c3c(c1)CCN3C(=O)CC2	i	i	i	i	i	i	i	i	i	i	i
CCCNC(=O)c1ccc(N2CCC3(CC2)CC(c2ccccc2)=NO3)c([N+](=O)[O-])c1	i	i	i	i	i	i	i	i	i	i	i
COc1ccc2oc(C(=O)OCC(=O)NC(=O)c3ccccc3)c(C)c2c1	i	i	i	i	i	i	i	i	i	i	i
FC(F)(F)c1ccnc(NCc2ccc(Cl)cc2)n1	i	i	i	i	i	i	i	i	i	i	i
Cc1onc(-c2ccccc2Cl)c1C(=O)NCc1ccc(S(N)(=O)=O)cc1	i	i	i	i	i	i	i	i	i	i	i
Cc1c(NN=C(C#N)C#N)c(=O)n(-c2ccccc2)n1C	i	i	i	i	i	i	i	i	i	i	i
CCOc1cc(Br)ccc1S(=O)(=O)N1CCC(C(N)=O)CC1	i	i	i	i	i	i	i	i	i	i	i

Entries listed so far that bear a hit mark in MrgX1 antag:
Molecule,MrgX1 antag,TRPC4 potent,MrgX1 agonist,RGS4 block,TRPC4 act,TRPC6 act,TMEM16A act
Nc1ncnc2c1ncn2CCN1CCCCC1,-5.7*,i,i,i,i,i,i

Next part.
SMILES	MrgX1 antag	TRPC4 potent	MrgX1 agonist	MrgX1 allo act	TRPC6 inhibitor	RGS4 block	TRPC4 inh	TRPC4 act	TRPC6 act	TMEM16A act	ANO1 block
COc1ccc(NC(=O)CN2C(=O)/C(=C3\SC(=S)N(CCC(=O)O)C3=O)c3ccccc32)cc1	i	i	i	i	i	i	i	i	i	i	i
CC(=O)c1ccccc1C(=O)N1CCCC(N2CCN(Cc3ccc4c(c3)OCO4)CC2)C1 (stereo not given)	i	i	i	i	i	i	i	i	i	i	i
COc1cc(NC(=O)Cn2cnc3c(nc4n3CCCCC4)c2=O)cc(OC)c1OC	i	i	i	i	i	i	i	i	i	i	i
CN(C)CCN(C(=O)C1CCN(S(=O)(=O)c2cccs2)CC1)c1nc2ccccc2s1	i	i	i	i	i	i	i	i	i	i	i
COc1cccc(NC(=O)N2C3CCCC2CC(NC(C)=O)C3)c1 (stereo not given)	i	i	i	i	i	i	i	i	i	i	i
COc1ccc([C@H]2[C@H](C(C)=O)N3N=Cc4ccccc4C3C23C(=O)OC(C)(C)OC3=O)cc1 (stereo not given in full)	i	i	i	i	i	i	i	i	i	i	i
O=C(Nc1ccc(-c2nc3ccccc3[nH]2)cc1)c1cccc(N2C(=O)CCC2=O)c1	i	i	i	i	i	i	i	i	i	i	i
Cc1ccc(Cl)cc1N1CCN(S(=O)(=O)c2c(C)[nH]c(C)c2C(=O)N2CCCC2)CC1	i	i	i	i	i	i	i	i	i	i	i
O=C(Cn1ncc2c(=O)oc3ccccc3c21)NC1CC1	i	i	i	i	i	i	i	i	i	i	i
CC1=NN(C(N)=S)C(=O)C1N=Nc1ccccc1O (stereo not given)	i	i	i	i	i	i	i	i	i	i	i
Cc1cc(S(=O)(=O)Nc2ccc(N3CCOCC3)cc2)ccc1Br	i	i	i	i	i	i	i	i	i	i	i
COc1ccc(-c2nc(N)c(C#N)c(-c3cccnc3)c2C)cc1	i	i	i	i	i	i	i	i	i	i	i
COc1ccc(N2CC(C(=O)Nc3ccccc3C(=O)NC3CC3)CC2=O)cc1 (stereo not given)	i	i	i	i	i	i	i	i	i	i	i
CCOc1ccc(C(C)NC(=O)Cc2ccccc2)cc1OCC (stereo not given)	i	i	i	i	i	i	i	i	i	i	i
Cc1c(C(=O)O)c(=O)n(-c2ccccc2)n1-c1ccccc1	i	i	i	i	i	i	i	i	i	i	i
CCCN1C(=O)c2ccc(C(=O)NC3=NCCS3)cc2C1=O	i	i	i	i	i	i	i	i	i	i	i

Bioassay records: PubChem BioAssay, Johns Hopkins Ion Channel Center
